# N-glyco inh – blocks N-linked glycosylation in D54 reporter cells; 360,000 tested, 0.23% active; D54 ERlucT glycosylation luciferase reporter, 24 h; percent of 100 nM tunicamycin response; AID 588692; reporter increase, % at 12.5 µM;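 active means mean luciferase reporter signal, scaled so untreated is 0 and the glycosylation-blocking control 100, at or above a set limit in every replicate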;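 further: luciferase carries N-glycosylation sites so blocking glycosylation raises the light; 0% = median of neutral control wells and 100% = median of 100 nM tunicamycin wells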
# aDG glyco up – increases alpha dystroglycan glycosylation; activation, % at 10 µM; 360,000 tested, 0.22% active; Pro5-aDG cells, alpha-DG glycosylation AlphaScreen (IIH6); 0% Pro5, 100% B10-LARGE cell signal;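 active means activation of at least 8% versus controls, or a plate z-score of at least 8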;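 further: Pro5 are CHO cells carrying HIG-tagged alpha-DG that lacks glycosylation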
# Cardio protect – modulators protecting cardiomyocytes from myocardial damage. H9c2 cardiomyocytes, H2O2 injury protection, ATPLite, 2 h. protection from H2O2 cell death, % at 20 µM. 360,000 tested, 0.63% active. AID 588492;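 active means compounds giving at least 50% protection of heart cells from peroxide-induced death in the single-dose screen, raw or plate-pattern-corrected value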;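 further: 0% = DMSO wells with peroxide and 100% = DMSO wells without peroxide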
# HTR2A ag – activates the mouse 5-HT2A serotonin receptor; P35363; CHO-K1 mHTR2A beta-arrestin complementation, luminescence; percent of 30 µM serotonin response; activation, % at 7.6 µM; 360,000 tested, 0.66% active; AID 624169;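 active means activation above a run cutoff, the mean activation of all tested compounds plus 3 SD, cut at about 14% in these data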;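 further: 0% = plate median of compound wells and 100% = 30 µM serotonin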
# Target sequence (P35363 whole entry, looked up): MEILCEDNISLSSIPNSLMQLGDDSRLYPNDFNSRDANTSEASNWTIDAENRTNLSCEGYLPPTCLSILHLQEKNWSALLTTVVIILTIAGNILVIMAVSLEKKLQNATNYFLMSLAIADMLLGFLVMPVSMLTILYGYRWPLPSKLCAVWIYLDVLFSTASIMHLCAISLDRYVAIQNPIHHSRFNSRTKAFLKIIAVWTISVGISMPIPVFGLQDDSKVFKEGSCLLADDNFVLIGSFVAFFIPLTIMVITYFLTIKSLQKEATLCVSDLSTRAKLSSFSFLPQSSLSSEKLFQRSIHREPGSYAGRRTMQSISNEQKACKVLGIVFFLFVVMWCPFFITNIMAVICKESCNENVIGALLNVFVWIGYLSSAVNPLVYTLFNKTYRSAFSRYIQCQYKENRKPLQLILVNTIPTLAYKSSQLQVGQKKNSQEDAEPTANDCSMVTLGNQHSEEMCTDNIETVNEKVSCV
# PDI turbidity – blocks human protein disulfide isomerase activity. P07237. PDI insulin aggregation turbidity, A650, 90 min. inhibition, % at 10 µM. 350,000 tested, 0.052% active. AID 588391;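 active means mean inhibition across replicates of 30% or more, whatever share of single replicates reach that level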;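 further: absorbance from insulin aggregation driven by PDI reduction with DTT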
# Target sequence (P07237 whole entry, looked up): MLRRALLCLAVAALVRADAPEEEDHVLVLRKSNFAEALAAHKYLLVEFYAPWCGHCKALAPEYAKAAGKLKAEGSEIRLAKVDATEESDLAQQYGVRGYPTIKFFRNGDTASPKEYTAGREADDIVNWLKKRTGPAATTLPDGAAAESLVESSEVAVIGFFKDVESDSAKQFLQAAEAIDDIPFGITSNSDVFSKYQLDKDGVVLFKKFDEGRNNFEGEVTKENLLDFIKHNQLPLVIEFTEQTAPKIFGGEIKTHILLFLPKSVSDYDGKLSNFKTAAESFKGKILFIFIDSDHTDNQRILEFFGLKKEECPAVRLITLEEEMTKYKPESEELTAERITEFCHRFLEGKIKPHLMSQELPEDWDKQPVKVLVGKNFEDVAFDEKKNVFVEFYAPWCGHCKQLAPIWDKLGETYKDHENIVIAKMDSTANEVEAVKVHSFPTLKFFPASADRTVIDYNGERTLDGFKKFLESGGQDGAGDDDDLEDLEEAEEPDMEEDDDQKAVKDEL
# iPSC survival up – increases survival of single human iPS cells | hiPSC single-cell survival, ATPlite luminescence; 100% = ROCK inhibitor wells, 0% = DMSO | survival enhancement, % at 20 µM | 360,000 tested, 0.044% active; in the data active means survival enhancement above about 18%;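 further: cells exposed to compounds for 16 hours before the ATP read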
# Granule exo inh – lytic granule exocytosis inhibition. TALL-104 LAMP-1 surface exposure, flow cytometry; cells stimulated with thapsigargin and PMA. inhibition, % at 10 µM. 360,000 tested, 0.66% active. AID 651702;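 active means inhibition above about 55%, limit read from the data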
# ABCB6 inh MLPCN – blocks the human ABCB6 transporter; Q9NP58; K562-ABCB6 porphyrin accumulation, flow cytometry, 1 h; active compounds read low; fluorescence ratio to DMSO, % at 10 µM; 360,000 tested, 0.19% active;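 active means fluorescence ratio to DMSO below 75%, the collection mean minus 3 SD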;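 further: signal is porphyrin accumulated inside mitochondria; 100% equals median channel fluorescence of DMSO control wells; lower ratio means ABCB6 inhibition with less porphyrin fluorescence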
# CaV13 ICDI inh – Disruptors of the CACNA1D IQ motif to Ca2+-dependent inactivation inhibitor domain association, primary screening, Förster resonance energy transfer in intact living … | HEK cells, CFP/YFP FRET ICDI-IQ, plate reader, 10 min; percent FRET-ratio fall versus neutral wells | 340,000 tested, 0.098% active | inhibition, % at 12.3 µM;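 active means mean replicate inhibition of at least 30% and at least 1% of replicates passing that level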;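 further: 0% = median of the neutral control wells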
# Vif imaging – inhibitors of HIV Vif; HEK293T cells, Vif self-association by quenched fluorescence, imaging, 24 h; inhibition, % at 7.49 µM; 340,000 tested, 0.35% active; AID 602346; in the data active means inhibition above about 50%, passing the limit was not always enough; further: some results filed as inactive read as strong as hits
# The depositor's hits bear a star; . = not tested or not shown.
mol | N-glyco inh | aDG glyco up | Cardio protect | HTR2A ag | PDI turbidity | iPSC survival up | Granule exo inh | ABCB6 inh MLPCN | CaV13 ICDI inh | Vif imaging
COc1ccc(C(=O)C2CCCN(Cc3c(F)ccc(F)c3F)C2)c(OC)c1 (centres undefined) | -3 | -0.2 | -3 | -5 | 10 | 0.3 | 4 | 93 | -7 | -2
Cc1ccc2cc(C(=O)O)c(C)nc2c1 | 3 | -0.1 | 2 | 4 | 0 | 1.3 | -1 | 98 | -4 | 7
O=C1CCN(C(=O)c2ccccc2)C2CCCCC12 (centres undefined) | 0 | 0.2 | 1 | 4 | -1 | 1.9 | 1 | 99 | -6 | -7
Cc1cccc(NS(=O)(=O)c2cc3c4c(c2)CC(=O)N4CCC3)c1C | -4 | 0.3 | 3 | 8 | 3 | 0.2 | 0 | 97 | -15 | -2
CCOC(=O)CC(=O)Nc1nnc(CC(C)C)s1 | 0 | 0.0 | -5 | 3 | -3 | 3.1 | 1 | 99 | -4 | 6
CC(OC(=O)c1cc(S(=O)(=O)N2CCOCC2)ccc1F)C(=O)NC1CCCCC1C (centres undefined) | 1 | 0.8 | -1 | 2 | 1 | 0.0 | 0 | 93 | -5 | -4
Cc1cccc(C)c1-n1nnnc1C(c1ccnc2ccccc12)N1CCN(c2ccccc2F)CC1 (centres undefined) | . | -0.1 | . | 0 | . | -0.4 | -4 | 97 | -7 | .
COc1cccc(N2CCN(C(=O)c3cc4c(OC)c(OC)c(OC)cc4[nH]3)CC2)c1 | 11 | 0.1 | 5 | -9 | 4 | 0.1 | -5 | 98 | -19 | 2
COc1ccccc1NS(=O)(=O)c1ccc(NC(=O)c2ccccn2)cc1 | -2 | 0.1 | -3 | 1 | -4 | 0.5 | -7 | 93 | -3 | -13
COc1ccc(S(=O)(=O)N2CCCN(CCC(=O)Nc3cccc(C(F)(F)F)c3)CC2)cc1 | -2 | 2.0 | -24 | -8 | -10 | -1.8 | 0 | 96 | . | .
O=C1C=C(c2ccc(-c3ccccc3)c(F)c2)C[C@@H](c2ccc(F)cc2)C1 | -3 | -0.1 | -18 | 2 | 5 | -3.6 | 6 | 100 | -11 | -9
CCCCn1nc2cc(C(=O)NCC34CC5CC(CC(C5)C3)C4)ccc2c1OCC | 0 | 0.4 | -3 | -8 | 2 | -3.2 | -3 | 81 | -11 | -6
CC(=O)N1Cc2cc(C(=O)NCc3cccc(F)c3)nc(-c3cccc(C4=CCCC4)c3)c2[C@H]1CCO | . | -0.1 | . | -3 | . | -0.2 | 0 | 97 | -9 | .
COc1ccc(NC(=O)/C(=C\c2ccc(F)cc2)NC(=O)c2ccco2)cc1 | -2 | 0.1 | -1 | -1 | -13 | 0.2 | -13 | 90 | -4 | 4
CC(/C=N/NC(=O)c1n[nH]c2c1CCC2)=C\c1ccccc1 | 2 | 0.0 | -20 | -5 | 2 | -1.4 | 6 | 92 | -8 | 38
O=C(O)c1ccc(NCCC2=CCCCC2)c([N+](=O)[O-])c1 | 2 | 0.0 | -2 | 0 | 1 | 0.2 | -1 | 94 | 2 | 36
Cc1ccc(N(CC(O)Cn2c3ccccc3c3ccccc32)S(C)(=O)=O)cc1 (centres undefined) | -2 | 0.4 | 2 | 1 | 2 | 1.6 | 8 | 94 | -7 | -9
CCOc1ccccc1NC(=O)CN(c1ccc(OC)cc1)S(=O)(=O)c1c(C)[nH]c(=O)[nH]c1=O | 2 | -0.3 | 5 | -5 | -11 | 0.4 | -5 | 107 | -3 | 14
COc1ccc([C@H]2CC(=O)C=C(c3cccc(CO)c3)C2)cc1 | 1 | 0.5 | -6 | 15* | 6 | 2.6 | -3 | 101 | -4 | -4
Cc1cc2ncn(CC(O)COC3CCCCC3)c2cc1C (centres undefined) | 1 | 0.5 | -21 | -1 | -8 | -0.4 | 0 | 106 | . | -3
CNC(=S)NC1CC2CCC(C1)N2Cc1ccccc1 (centres undefined) | -1 | 0.1 | 3 | -2 | -4 | -1.1 | 5 | 96 | . | -1
N#CCN(C(=O)CSc1nnc(C2CC2)n1C1CC1)c1ccccc1 | -4 | -0.4 | 4 | -5 | 6 | 3.0 | 15 | 95 | -12 | .
CSc1cccc(NC(=O)CSc2nnc(C)s2)c1 | 0 | 0.0 | 1 | 0 | 0 | 6.8 | -2 | 86 | -4 | 0
CC(C)(C)c1ccc(OCCC(=O)Nc2ccc(N3CCOCC3)cc2N2CCOCC2)cc1 | 0 | -0.2 | -2 | -1 | 1 | -0.4 | 5 | 90 | -7 | 7
CCCCN(C)C(=O)c1ccc2c(c1)N(CC)C(=O)c1ccccc1S2=O (centres undefined) | 3 | -0.2 | -4 | 2 | -1 | 0.2 | 0 | 100 | -19 | -2
COc1ccc(C(CC(=O)N2CCCCC2)c2c(OC)cc(OC)c3ccc(=O)oc23)cc1 (centres undefined) | 0 | 0.3 | 5 | 2 | 0 | 2.1 | -1 | 96 | -10 | 6
c1ccc2c(c1)OCCc1c-2[nH]c2ccccc12 | -5 | -0.1 | -9 | 4 | 4 | -0.5 | 1 | 102 | -3 | -7
COc1ccc2c(c1)C(=O)C(=O)N2CC1COc2ccccc2O1 (centres undefined) | 12 | 0.0 | -1 | 0 | 0 | -0.9 | -8 | 99 | -18 | -5
O=C(CN1CCN(c2ccc(O)cc2)CC1)Nc1ccc(SC(F)F)cc1 | 1 | 0.1 | -6 | -1 | -4 | 1.0 | 1 | 91 | -18 | 0
O=C1c2ccccc2C(=O)N1CCCc1cn(C[C@H]2CC[C@@H]([C@@H]3CC[C@H](Cn4cc(CCCN5C(=O)c6ccccc6C5=O)nn4)O3)O2)nn1 | 3 | -0.2 | 10 | 0 | -41 | 1.9 | 67* | 96 | -6 | 0

# Ordered by molecular weight (ascending): 10 of the compounds above.
mol | N-glyco inh | aDG glyco up | Cardio protect | HTR2A ag | PDI turbidity | iPSC survival up | Granule exo inh | ABCB6 inh MLPCN | CaV13 ICDI inh | Vif imaging
CNC(=S)NC1CC2CCC(C1)N2Cc1ccccc1 (centres undefined) | -1 | 0.1 | 3 | -2 | -4 | -1.1 | 5 | 96 | . | -1
O=C(O)c1ccc(NCCC2=CCCCC2)c([N+](=O)[O-])c1 | 2 | 0.0 | -2 | 0 | 1 | 0.2 | -1 | 94 | 2 | 36
Cc1cc2ncn(CC(O)COC3CCCCC3)c2cc1C (centres undefined) | 1 | 0.5 | -21 | -1 | -8 | -0.4 | 0 | 106 | . | -3
COc1ccc([C@H]2CC(=O)C=C(c3cccc(CO)c3)C2)cc1 | 1 | 0.5 | -6 | 15* | 6 | 2.6 | -3 | 101 | -4 | -4
CCCCN(C)C(=O)c1ccc2c(c1)N(CC)C(=O)c1ccccc1S2=O (centres undefined) | 3 | -0.2 | -4 | 2 | -1 | 0.2 | 0 | 100 | -19 | -2
O=C(CN1CCN(c2ccc(O)cc2)CC1)Nc1ccc(SC(F)F)cc1 | 1 | 0.1 | -6 | -1 | -4 | 1.0 | 1 | 91 | -18 | 0
Cc1ccc(N(CC(O)Cn2c3ccccc3c3ccccc32)S(C)(=O)=O)cc1 (centres undefined) | -2 | 0.4 | 2 | 1 | 2 | 1.6 | 8 | 94 | -7 | -9
COc1ccc(C(CC(=O)N2CCCCC2)c2c(OC)cc(OC)c3ccc(=O)oc23)cc1 (centres undefined) | 0 | 0.3 | 5 | 2 | 0 | 2.1 | -1 | 96 | -10 | 6
CC(C)(C)c1ccc(OCCC(=O)Nc2ccc(N3CCOCC3)cc2N2CCOCC2)cc1 | 0 | -0.2 | -2 | -1 | 1 | -0.4 | 5 | 90 | -7 | 7
O=C1c2ccccc2C(=O)N1CCCc1cn(C[C@H]2CC[C@@H]([C@@H]3CC[C@H](Cn4cc(CCCN5C(=O)c6ccccc6C5=O)nn4)O3)O2)nn1 | 3 | -0.2 | 10 | 0 | -41 | 1.9 | 67* | 96 | -6 | 0

# More results:
# Results follow in this order: N-glyco inh | aDG glyco up | Cardio protect | HTR2A ag | PDI turbidity | iPSC survival up | Granule exo inh | ABCB6 inh MLPCN | CaV13 ICDI inh | Vif imaging
> CCc1ccc2[nH]c(=O)c(CN(Cc3ccc(F)cc3)C(c3nnnn3CCN3CCOCC3)C(C)C)cc2c1 (centres undefined)
→ 1 | 0.2 | 15 | -1 | -6 | -1.7 | -4 | 91 | . | -5
> CSc1nc2c(c(=O)[nH]c(=O)n2C)n1Cc1ccc(Cl)cc1
→ -1 | -0.1 | 32 | 3 | 3 | -0.1 | 4 | 100 | -2 | -3
> CCN1CC=C2C(C#N)=C(N)C(C#N)(C#N)[C@H](c3ccoc3)[C@H]2C1
→ 2 | 0.1 | 5 | 9 | 6 | -0.9 | 0 | 106 | . | 20
> CCN(CC)CCNC(=O)CCc1nn(C)c(=O)c2ccccc12
→ 2 | 0.0 | 14 | 0 | 1 | 1.9 | 0 | 100 | -6 | 2
> Cc1cc(CN(C)C(=O)CC2C(=O)NCCN2Cc2c(F)cccc2Cl)n[nH]1 (centres undefined)
→ 1 | -0.5 | 4 | 4 | -10 | 0.7 | -4 | 104 | -6 | 3
> CCN=c1sc(C(=O)NCCc2ccccc2)cc(=O)n1CC
→ 7 | 0.5 | 38 | -6 | 2 | -1.9 | 6 | 95 | . | 18
> CCC1CCC(C(=O)NC(C(=O)NCCN2CCOCC2)C(C)C)CC1 (centres undefined)
→ 1 | -0.2 | 3 | 0 | 13 | -0.1 | -4 | 98 | -3 | -7
> O=C1CCCN2N=C(SCC(=O)Nc3nccs3)SC2=N1
→ 1 | 0.0 | -2 | 3 | -2 | 1.7 | -3 | 96 | -4 | 1
> C=CCN1C(=O)c2ccc(C(=O)N3CCN(S(=O)(=O)c4cccc([N+](=O)[O-])c4)CC3)cc2C1=O
→ 1 | -0.3 | -8 | 5 | 6 | -0.5 | -4 | 90 | -6 | -1
> O=C(Nc1ccccc1)c1ccc2nsnc2c1
→ -1 | -0.1 | -3 | -5 | -3 | -1.8 | 5 | 94 | -7 | 8
> COc1cc(C(=O)NC2CCN(C)CC2)ccc1Nc1ncc2c(n1)N(Cc1ccccc1)CCC(=O)N2C
→ 105* | -0.6 | 3 | -3 | -7 | -3.7 | -6 | 104 | -4 | 0
> CC1Cc2cc(/C(O)=C3/C(=O)C(=O)N(CCCN4CCOCC4)C3c3ccc(C(C)C)cc3)ccc2O1 (centres undefined)
→ -2 | 0.4 | 2 | 4 | 1 | 0.1 | 0 | 101 | -3 | -4
> NC(=O)CC(NC(=O)c1ccc(Br)cc1)c1ccc(NCCc2ccc(F)cc2)c([N+](=O)[O-])c1 (centres undefined)
→ 3 | -0.3 | 11 | -1 | -7 | -2.9 | -7 | 102 | -5 | .
> COc1cc(/C=C/C(=O)OCC(=O)N2CCC(C)CC2)ccc1OCC#N
→ -2 | 0.1 | -2 | -3 | -3 | -2.7 | -3 | 97 | -5 | -9

# Three compounds out of the list, ordered by heavy-atom count, lowest first.
# Results follow in this order: N-glyco inh | aDG glyco up | Cardio protect | HTR2A ag | PDI turbidity | iPSC survival up | Granule exo inh | ABCB6 inh MLPCN | CaV13 ICDI inh | Vif imaging
> O=C(Nc1ccccc1)c1ccc2nsnc2c1
→ -1 | -0.1 | -3 | -5 | -3 | -1.8 | 5 | 94 | -7 | 8
> C=CCN1C(=O)c2ccc(C(=O)N3CCN(S(=O)(=O)c4cccc([N+](=O)[O-])c4)CC3)cc2C1=O
→ 1 | -0.3 | -8 | 5 | 6 | -0.5 | -4 | 90 | -6 | -1
> COc1cc(C(=O)NC2CCN(C)CC2)ccc1Nc1ncc2c(n1)N(Cc1ccccc1)CCC(=O)N2C
→ 105* | -0.6 | 3 | -3 | -7 | -3.7 | -6 | 104 | -4 | 0
